BL2 CD40 inh: CD40 pathway inhibition in BL2 cells; 83,000 tested, 0.94% active; BL2 NF-kB luciferase reporter, CD40L-induced, 4 h; inhibition, % at 10 µM;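 active = mean inhibition of at least 50% with a set share of replicates also reaching that level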;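 note: 0% = neutral control wells and 100% = IKK inhibitor VII at 50 µM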
Starred values were filed as active, the others as inactive; & = joins results of further samples; ! = not active in a repeat; [ ] = dose if it differs, or a comment.

Sample of the layout (three entries):
SMILES	BL2 CD40 inh
CC(=C1C(=O)c2ccccc2C1=O)N1CCC(C(N)=O)(N2CCCCC2)CC1	2
CN1CCC(N(C)CC(=O)Nc2ccccc2N2CCOCC2)CC1	20
CCCSc1nc(C)c2cc(C)cc(C)c2n1	8

The list itself (from the top)
SMILES	BL2 CD40 inh
CC(=C1C(=O)c2ccccc2C1=O)N1CCC(C(N)=O)(N2CCCCC2)CC1	2
CN1CCC(N(C)CC(=O)Nc2ccccc2N2CCOCC2)CC1	20
CCCSc1nc(C)c2cc(C)cc(C)c2n1	8
N#Cc1ccc(OCC(=O)NN2Cc3ccccc3C2=N)cc1	-1
Cn1cnc(S(=O)(=O)N2[C@@H]3CNC[C@H]2C3c2ccc(-c3ccncc3)cc2)c1 (stereo partly specified)	1&1
CN(Cc1ccco1)S(=O)(=O)c1ccc(CN2C(=O)c3cccnc3C2=O)s1	9
c1ccc(-c2cn3nc(-c4ccccc4)sc3n2)cc1	-142
CCC(C)n1[nH]c(=O)c2c(C)cc(C)nc21 (stereo unspecified)	4
Nc1nc(-c2ccco2)nn1C(=O)CCc1ccccc1	9
CSc1nc2ccccc2c(=O)n1C1CCOC(C)(C)C1 (stereo unspecified)	4
COc1ccc(C(=O)C2CCCN(C(=O)c3c4c(nn3C)CCCC4)C2)cc1F (stereo unspecified)	7
Cc1cc(C(=O)CN2C(=O)NC3(CCCc4ccccc43)C2=O)c(C)n1Cc1ccccc1 (stereo unspecified)	6
COc1cccc(CN2CC(C(=O)NCCc3nccs3)CCC2=O)c1 (stereo unspecified)	4
C=CCN(c1ccccc1OC)S(=O)(=O)c1cccc(C(=O)OC2CCOC2=O)c1 (stereo unspecified)	5
Cc1cccc(C(=O)O)c1[N+](=O)[O-]	4
O=C(C1CC1)N1C[C@@H]2N[C@H](C1)C2c1ccc(-c2ccccc2F)cc1 (stereo partly specified)	83*!
C/C=C/c1ccc([C@@H]2[C@@H](CO)N(C(=O)C3CCC3)C23CN(C(=O)NC(C)C)C3)cc1	2[25 µM]
CCCCNS(=O)(=O)c1ccc(NC(=O)Cc2ccc(OC)cc2)cc1	9
CC(C)c1ccc(O)c(NC(=S)NC(=O)c2cccnc2)c1	-36
Nc1nc(N)c2c(ccc3nccc32)[nH]1	9
CCCNC(=O)NCCc1c(C)[nH]c2ccccc12	13
Cc1cc(C)n(C2CCCCC2OC(=O)c2ccccc2)n1 (stereo unspecified)	14
C[C@H]1CN([C@@H](C)CO)C(=O)c2ccccc2-c2ccccc2CO[C@H]1CN(C)S(=O)(=O)c1cccc(C#N)c1	0[25 µM]
CO[C@H](C(=O)N(C)C[C@@H]1OCc2ccccc2-c2c(n(C)c3ccccc23)C(=O)N([C@H](C)CO)C[C@H]1C)c1ccccc1	0[25 µM]
CC(C(=O)Nc1ccccc1-c1ccccc1)N1CCN(S(=O)(=O)c2ccccc2)CC1 (stereo unspecified)	21
Cc1noc(C)c1NC(=O)N(C)C[C@@H]1Oc2ccc(NC(=O)CCC(F)(F)F)cc2C(=O)N([C@@H](C)CO)C[C@H]1C	-71
CCC(C)C(=O)Nc1cc(C(=O)OC)ccc1C(=O)OC (stereo unspecified)	8
CCC(C)NS(=O)(=O)c1ccc(NS(=O)(=O)c2ccccc2[N+](=O)[O-])cc1 (stereo unspecified)	2
CCC(C)NC(=O)c1ccccc1C(=O)NC(C)CC (stereo unspecified)	5
COC(=O)c1cc(C(=O)NNC(=O)c2ccc3c(c2)OCO3)cc([N+](=O)[O-])c1	4
CCCCc1ccc(CC(=O)O)cc1	1
COc1ccc(-c2nnc(N3CCCCC3)c3ccccc23)cc1	1
O=C(Nc1ccc(Cl)c(S(=O)(=O)N2CCCCC2)c1)c1cccnc1	19
COn1cnnc1-c1ccccc1	6
O=C(NCCc1ccccn1)c1ccc(OC2CCN(CCc3ccccc3)CC2)cc1	-5
CO[C@H]1CN(C)C(=O)c2cc(NC(=O)C3CC3)ccc2OC[C@@H](C)N(Cc2cc(F)ccc2F)C[C@H]1C	15[25 µM]
COc1ccc(-n2cnc3scc(-c4ccccc4)c3c2=O)cc1	4
Cc1sc(NC(=O)c2ccco2)c(CN2CCN(c3ccccc3)CC2)c1C	-18
CCOC(=O)c1c(C)nc2ncccn12	6
Cc1ccc(NC(=O)c2nnn(CC(=O)Nc3ccccc3)c2N)cc1C	-26
Cc1nc(Cc2nnc(SCC(=O)N3c4ccccc4NC(=O)C3(C)C)o2)cs1	-11
Fc1cccc(-c2ccc(C3[C@H]4CNC[C@@H]3N4Cc3ccccn3)cc2)c1 (stereo partly specified)	-18[25 µM]
C[C@H]1CN([C@@H](C)CO)C(=O)c2cc(NC(=O)NC3CCCCC3)ccc2O[C@H]1CN(C)S(C)(=O)=O	-7[25 µM]
Cn1c(COc2ccc(Cl)cc2)nc2ccccc2c1=O	-37
CCOc1ccc(N2C(=O)CC(N(Cc3ccco3)C(=O)CCC(=O)O)C2=O)cc1 (stereo unspecified)	6
O=C(C1CCOCC1)N1CC2(C1)[C@@H](c1ccccc1)[C@@H](CO)N2C(=O)CC1CC1	0[25 µM]
Cc1ccccc1OCCCC(=O)Nc1nncs1	2
O=C(Nc1ccccc1)OC1CC2CC1C1CCCC21 (stereo unspecified)	-108
CCOCCCNC(=O)/C(C#N)=C/c1ccc(Cl)c([N+](=O)[O-])c1	73*
COc1cccc(CCc2nnc(CCC(=O)N(C)C3CC(C)(C)NC(C)(C)C3)o2)c1	4

(further entries)
SMILES	BL2 CD40 inh
O=C(c1cc(-c2ccc(Br)cc2)nc2ccccc12)N1CCN(c2ccccc2O)CC1	-18
O=C(Nc1ccccc1)N1CCC(C(=O)N2CCN(Cc3ccccc3)CC2)CC1	1
Cn1cc([N+](=O)[O-])c(C(=O)Nc2ccn(C34CC5CC(CC(C5)C3)C4)n2)n1	-5
O=C(Cn1c(=O)oc2ccccc21)Nc1ccc(S(=O)(=O)N2CCCCC2)cc1	11
O=[N+]([O-])c1ccccc1S(=O)(=O)Nc1cccc(-c2ccc(N3CCOCC3)nn2)c1	-18
O=C(O)c1cc(N2C(=O)C=CC2=O)cc(N2C(=O)C=CC2=O)c1	4
CC(C)Cc1cc(C(=O)N2CCC(N3CCC(C(=O)N4CCCC4)CC3)CC2)n[nH]1	5
Cc1ccccc1-c1ccc([C@@H]2[C@@H](CO)N3CCCCN(CC4CC4)C[C@H]23)cc1	8[25 µM]
COC(=O)c1c(C)oc(C)c1S(=O)(=O)N1CCOCC1	-1
CN1CCN(c2ncnc3c2cnn3-c2ccc(Cl)cc2)CC1	29

Sorted by count of non-hydrogen atoms (largest number first): some entries from above.
SMILES	BL2 CD40 inh
O=[N+]([O-])c1ccccc1S(=O)(=O)Nc1cccc(-c2ccc(N3CCOCC3)nn2)c1	-18
Cc1ccccc1-c1ccc([C@@H]2[C@@H](CO)N3CCCCN(CC4CC4)C[C@H]23)cc1	8[25 µM]
COC(=O)c1c(C)oc(C)c1S(=O)(=O)N1CCOCC1	-1

(list continues)
SMILES	BL2 CD40 inh
Nc1nc(Cl)c2ncn(C3OC(CO)C(O)C3O)c2n1 (stereo unspecified)	23
O=C(CCc1nc2ccccc2c(=O)[nH]1)N1CCN(S(=O)(=O)c2ccc(Cl)c(C(F)(F)F)c2)CC1	14
N#Cc1ccc(Oc2cccnc2)cc1C#N	8
COc1ccc(NC(=O)Cc2ccc(C)cc2)cc1S(=O)(=O)N1CCCCC1	0
C[C@@H]1CN([C@@H](C)CO)C(=O)c2cc(C#CC3(O)CCCC3)cnc2O[C@@H]1CN(C)C(=O)Cc1ccccc1	1[25 µM]
CCC(=O)Nc1nnc(-c2ccc(Cl)s2)o1	-11
S=C(Nc1ccccc1)Nc1cccc(Cl)c1Cl	-15
O=S(=O)(Cc1ccccc1)N1CC2(C1)[C@H](c1ccccc1)[C@H](CO)N2CC1CCCC1	21[25 µM]
CCC(=O)NC(=S)NNC(=O)c1ccc(O)cc1	5
O=C(c1cccc(S(=O)(=O)NCc2ccccc2)c1)N1CCCCC1	5
CO[C@@H]1CN(C)C(=O)c2ccc(NC(=O)C3CC3)cc2OC[C@@H](C)N(C(C)=O)C[C@H]1C	-22[25 µM]
COc1ccccc1OCC(=O)N(Cc1nc(-c2ccccc2)no1)C1CCCCC1	-15
CC(=O)OC1C(=O)C2(C)C(O)CC3OCC3(OC(C)=O)C2C(OC(=O)c2ccccc2)C2(O)CC(OC(=O)C(O)C(NC(=O)c3ccccc3)c3ccccc3)C(C)=C1C2(C)C (stereo unspecified)	4[25 µM]
COc1ccc2ncccc2c1Cc1c(OC)ccc2ncccc12	-19
O=C(NCC1COc2ccccc2O1)c1cc(S(=O)(=O)N2CCOCC2)c(Cl)cc1Cl (stereo unspecified)	1
CCOC(=O)c1c(NC(=O)COC(=O)c2ccc(Cl)nc2)sc(C(=O)N(C)C)c1C	-4
Cc1cnc(C(=O)Nc2ccc(S(=O)(=O)NCC(C)C)cc2)cn1	7
Cc1ccc(C(=O)Nc2nc(-c3ccco3)c(-c3ccco3)s2)o1	-1
Cc1cc(N2CCCC2)nc2ccccc12	-8
O=C1NCCSC1c1ccccc1 (stereo unspecified)	18

Of the compounds above, 4 have a cyano group:
SMILES	BL2 CD40 inh
N#Cc1ccc(OCC(=O)NN2Cc3ccccc3C2=N)cc1	-1
C[C@H]1CN([C@@H](C)CO)C(=O)c2ccccc2-c2ccccc2CO[C@H]1CN(C)S(=O)(=O)c1cccc(C#N)c1	0[25 µM]
CCOCCCNC(=O)/C(C#N)=C/c1ccc(Cl)c([N+](=O)[O-])c1	73*
N#Cc1ccc(Oc2cccnc2)cc1C#N	8

Next section
SMILES	BL2 CD40 inh
COCC(=O)N1[C@@H](CO)[C@@H]2c3ccccc3N(C(=O)Nc3cc(F)ccc3F)C[C@@H]21	-8[25 µM]
Fc1ccccc1Nc1ncnc2c1nnn2Cc1ccccc1	-18
Cc1cc(NC(=O)CNC(=O)C2CCCCC2)no1	-28
OCCCCCNc1ncnc2ccccc12	15
O=C(c1ccc2ccccc2c1)C1CCCN(C(=O)CN2C(=O)CSC2=O)C1 (stereo unspecified)	1
CC(=O)n1c2ccccc2c2c1c1ccccc1n2C	4
COc1ccc(S(=O)(=O)Nc2ccc3c(c2)OC[C@@H](C)N(Cc2cc(F)ccc2F)C[C@@H](C)[C@H](OC)CN(C)C3=O)cc1	13[25 µM]
O=C(CSc1ncn[nH]1)N1N=C(c2ccc(Cl)cc2)CC1c1ccco1 (stereo unspecified)	4
Nc1nc(NC(=O)c2cccnc2)nn1-c1ccccc1	-5
Cc1ccc(C2CC(=O)NC(SCC(N)=O)=C2C#N)s1 (stereo unspecified)	6
CC(C)(C)n1nc2c(c1NC(=O)c1ccc(Br)o1)CS(=O)C2 (stereo unspecified)	12
COc1ccc2[nH]c(=O)c(COC(=O)c3ccco3)cc2c1	-1
O=S(=O)(Nc1nnc(C2CC2)s1)c1ccccc1	9
COc1ccc2c3c(n(C)c2c1)[C@@H](CO)N(C(=O)C1CCCC1)CC31CN(C(=O)Nc2cccc(F)c2)C1	-49
O=C(NC1CCOc2ccccc21)c1ccccn1 (stereo unspecified)	0
CCN1[C@@H]2Cn3c(ccc(C4=CCCCC4)c3=O)[C@H]1[C@@H](C(=O)NCCc1ccncc1)[C@@H]2CO	-10[25 µM]
COc1cccc(CN(C)C[C@@H]2OCc3ccccc3-c3c(n(C)c4ccccc34)C(=O)N([C@@H](C)CO)C[C@H]2C)c1	9
C[C@H]1CN([C@@H](C)CO)C(=O)CCCn2nncc2CO[C@@H]1CN(C)S(=O)(=O)c1ccc2ccccc2c1	4[25 µM]
N#C[C@@H]1[C@H](c2ccc(C3=CCCCC3)cc2)[C@H](CO)N1C(=O)c1ccccn1	-9
C[C@H]1CN([C@@H](C)CO)C(=O)c2ccccc2-c2ccccc2CO[C@@H]1CN(C)C(=O)[C@H](Cc1ccccc1)N(C)C	3[25 µM]
CN(Cc1ccccc1)c1nc2c(c(=O)[nH]c(=O)n2C)n1Cc1ccccc1	-3
Cc1cc2c(cc1C)-c1nnnn1C(C)(C)C2	12
CCOc1ccc2c(O)csc2c1	0
CC1(C)CC(=O)c2cc(OCC(=O)NCCCN3CCN(c4ccccc4F)CC3)ccc2O1	10
CS(=O)(=O)N1CC(=O)N2[C@H](C1)[C@@H](c1ccc(Br)cc1)[C@@H]2CO	-2[25 µM]
CC1(C(=O)NCc2cccnc2)CCC(=O)N1CCc1ccccc1 (stereo unspecified)	10
Cc1ccc(OC(=O)N(C)C[C@@H]2OCc3cn(nn3)CCCC(=O)N([C@@H](C)CO)C[C@@H]2C)cc1	0
COc1cccc(-c2cc(C(=O)N3CCN(Cc4ccccc4)CC3)no2)c1	-13
CS(=O)(=O)N1[C@H](CO)[C@@H](c2ccccc2)C12CN(Cc1ccccn1)C2	0[25 µM]
Cc1cc(C)c(C)c(SCC(=O)Nc2oc(C)c3c(C)n[nH]c(=O)c23)c1C	11
COc1ccccc1-c1ccc([C@H]2[C@@H](CO)N3CCCCN(C(=O)NC4CCCC4)C[C@H]23)cc1	7[25 µM]
C[C@@H]1CN([C@@H](C)CO)C(=O)CCCn2nncc2CO[C@@H]1CN(C)Cc1ccc(Cl)c(Cl)c1	30[25 µM]
CCOCC(=O)Nc1c(C(=O)OCC)oc2ccccc12	4
Cc1cc(C)n(-c2ccc3nncn3n2)n1	10
CC(Oc1ccccc1)C(=O)OCC(=O)NC(=O)NCc1ccco1 (stereo unspecified)	2
CCOC(=O)C1CCCN(C2CCN(Cc3nc(Cc4ccccc4)no3)CC2)C1 (stereo unspecified)	-3
CCN1C(=O)CC2CCCC1C2 (stereo unspecified)	7

Screening data from PubChem.

An excerpt; rates above refer to the full screens.
